Ecoli viability = reduces bacterial viability in AddAB counter-screen; hit rate 0.27% among 330,000; AID 449728; E. coli V3065 growth, OD600 absorbance, 18 h; inhibition, % at 11.9 µM;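 active means inhibition above the campaign's mean inhibition across all tested compounds plus 3 SD, cut at about 9.9% in these data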;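 further: uninfected addAB+ strain grown without phage in ampicillin broth; 0% = DMSO wells and 100% = ciprofloxacin 0.95 µg/ml wells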
PKA-R1A act = activates the PKA-R1A holoenzyme complex; hit rate 0.083% among 340,000; P00514+P68181; PKA-R1A dissociation, Cy5-IP20 fluorescence polarization; scaled: DMSO 0%, 113 µM cGMP 100%; activation, % at 11.4 µM;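 active means percent activation above the mean of all tested compounds plus 3 SD, cut at about 19% in these data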;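 further: higher means more PKAc released from R1A so a rise in polarization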
HTR5A ag ctr = activates human HTR5A in OPRM1-OPRD1 agonist counter-screen. HTR5A agonist assay, luminescence, cell-based. activation, % at 9.3 µM. hit rate 0.61% among 340,000. AID 504692; in the data active means activation mostly above about 9.5%, no sharp cut-off; inactive means mostly below about 7.6%;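 further: 0% = cells with vehicle only and 100% = reference agonist; strong numbers were not always called active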
Target sequence (P47898 whole entry, looked up): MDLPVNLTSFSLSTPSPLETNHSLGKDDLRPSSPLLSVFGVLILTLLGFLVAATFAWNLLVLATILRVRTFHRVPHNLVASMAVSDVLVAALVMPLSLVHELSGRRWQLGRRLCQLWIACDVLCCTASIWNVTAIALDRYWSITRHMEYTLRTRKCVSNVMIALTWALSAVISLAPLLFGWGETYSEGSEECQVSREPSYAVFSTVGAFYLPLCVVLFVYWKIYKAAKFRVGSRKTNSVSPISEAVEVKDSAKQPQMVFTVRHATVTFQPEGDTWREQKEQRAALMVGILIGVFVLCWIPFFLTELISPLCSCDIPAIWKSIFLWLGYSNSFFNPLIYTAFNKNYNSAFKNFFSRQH
DAGLB inh = blocks human DAGLB lipase activity. Q8NCG7. HEK293T DAGLB membrane lysate, EnzChek fluorogenic substrate. inhibition, % at 5.17 µM. hit rate 0.059% among 340,000; in the data active means inhibition above about 34%;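 further: 0% = enzyme with vehicle and 100% = wells lacking enzyme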
HTR5A inv ctr = counter-screen for OPRM1-OPRD1 inverse agonists: human HTR5A inverse agonism. AID 504634. P47898. HTR5A cell line, luminescence. hit rate 0.083% among 340,000. inhibition, % at 9.3 µM; in the data active means inhibition mostly above about 23%, no sharp cut-off; inactive means mostly below about 18%;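 further: 0% = cells with DMSO and 100% = no-cell wells with DMSO; some compounds called inactive have numbers as strong as hits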
CDK5 inh = inhibitors of human CDK5/p35 kinase. Q00535+Q15078. Recombinant CDK5/p35, ADP-Glo luminescence, 60 min. inhibition, % at 10 µM. hit rate 0.01% among 330,000. AID 488839;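 active means highest replicate inhibition of at least 50% and at least 75% of replicates reaching 50%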;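 further: plate controls were DMSO neutral control for no effect and GW8510 at 10 µM for full effect; many of its hits are not listed in these tables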
PKA-R2B activ = activates the human PKA-R2B holoenzyme complex; P22694+P31323; PKA-R2B holoenzyme dissociation, Cy5-IP20 fluorescence polarization; R2B truncated from residue 108, S112A mutant; 0% DMSO only, 100% 113 µM cGMP; activation, % at 11.4 µM; hit rate 0.079% among 340,000; AID 504700;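 active means activation above a cutoff set at the mean over all compounds plus 3 SD, cut at about 18% in these data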;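 further: higher means more holoenzyme dissociation and a rise in polarization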
Target sequence (P31323 whole entry, looked up, other chains not shown, the tested form may be a part): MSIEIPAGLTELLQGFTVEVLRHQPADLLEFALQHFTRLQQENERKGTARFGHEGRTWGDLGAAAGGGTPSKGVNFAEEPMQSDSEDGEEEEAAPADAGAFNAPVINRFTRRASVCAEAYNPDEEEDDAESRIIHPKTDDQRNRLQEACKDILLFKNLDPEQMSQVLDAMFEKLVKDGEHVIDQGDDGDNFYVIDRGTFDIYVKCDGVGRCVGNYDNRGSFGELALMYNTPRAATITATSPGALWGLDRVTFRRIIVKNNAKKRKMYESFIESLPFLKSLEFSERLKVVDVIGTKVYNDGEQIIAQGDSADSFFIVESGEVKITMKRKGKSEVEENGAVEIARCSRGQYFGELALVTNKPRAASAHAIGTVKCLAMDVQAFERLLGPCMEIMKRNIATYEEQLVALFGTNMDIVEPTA
AddAB inh = less growth of phage-infected E. coli with AddAB | E. coli expressing H. pylori AddAB, absorbance growth | inhibition, % at 11.9 µM | hit rate 0.29% among 330,000 | AID 435030; in the data active means inhibition above about 12%;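 further: 0% = vehicle wells of infected cells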
Tat export inh = inhibitors of E. coli Tat protein transport; E. coli MC4100 TorA-mCherry Tat export, fluorescence; inhibition, % at 10 µM; hit rate 0.036% among 340,000; AID 488895;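 active means mean replicate inhibition at least 50% and at least half of replicates individually reaching 50%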;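 further: exported cargo escapes ClpAP degradation while cytoplasmic cargo is degraded and loses fluorescence; 0% = median of neutral control wells and 100% = median of NaSCN control wells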
phage Ecoli inh = E. coli growth loss with phage present; growth absorbance; hit rate 0.26% among 360,000; inhibition, % at 11.9 µM; AID 651602; in the data active means inhibition above about 11%
Mot1-301 SUMO = blocks SUMOylation pathway, rescuing yeast Mot1-301 growth | S. cerevisiae Mot1-301 growth rescue, ATP luminescence, 38.5C; percent above DMSO median, 100 means doubled | growth rescue, % at 18.8 µM | hit rate 1% among 320,000 | AID 2716;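 active means every valid replicate shows activation above 250% relative to neutral control wells; inactive means the rest, any valid replicate at or below 250%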;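 further: OY570 slx delta 5 strain wells were the positive control but not used for scaling; some compounds called inactive have numbers as strong as hits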
* marks the source's active call; other numbers are inactive results; i = inactive; . = no result given.

#	SMILES	phage Ecoli inh	Tat export inh	AddAB inh	CDK5 inh	Ecoli viability	HTR5A ag ctr	PKA-R1A act	HTR5A inv ctr	PKA-R2B activ	DAGLB inh	Mot1-301 SUMO
1	Cc1ccc(-c2nnc(Nc3cccc(O)c3)c3ccccc23)cc1S(=O)(=O)NCCO	2.2	-2.4	.	1.0	.	4.4	-8.0	-16.4	-4.2	0.9	11.4
2	COc1cc(C2C3=C(CC(C)(C)CC3=O)OC(N)=C2[N+](=O)[O-])ccc1O (stereo not drawn)	3.7	-4.2	4.0	0.3	-0.3	5.9	-3.6	-15.7	-3.3	0.7	-13.9
3	COc1ccc(-c2nc3c(n2O)CCc2c-3no[n+]2[O-])cc1	1.9	1.2	6.6	2.3	2.4	5.9	-1.7	11.5	-5.6	-0.2	-10.0
4	Cc1nc(-c2cccs2)sc1C(=O)NN	1.5	-2.3	2.1	1.4	0.7	1.1	-3.7	21.9	0.2	-12.2	-6.6
5	COc1ccc2c(CC(=O)NCC3CCC(C(=O)O)CC3)cc(=O)oc2c1 (stereo not drawn)	2.4	-1.5	1.0	1.9	0.8	-10.7	-1.2	27.2	6.1	2.3	168.0
6	COC(=O)c1cc(Cl)c(NC(=O)/C=C/c2ccc(Cl)cc2)cc1OC	3.3	-1.8	0.3	0.1	-0.1	-0.5	-7.8	-20.6	-6.3	0.4	-3.6
7	c1ccc2c(c1)CCc1ccccc1C2=C1CCNCC1	-0.5	-4.4	0.3	-0.2	1.2	-3.0	5.5	-8.0	0.9	-0.4	15.7
8	COc1ccc(NC(=O)C2CCCCN2CC(=O)OCc2ccccc2)cc1OC (stereo not drawn)	1.8	4.7	1.2	0.1	-0.2	-0.2	-5.4	0.6	0.0	0.3	-9.3
9	COc1ccc(-c2noc(CCCC(=O)O)n2)cc1	2.6	4.8	0.0	-0.8	-1.0	2.9	-6.9	-8.8	0.7	0.5	21.3
10	CC(=O)Nc1sc2c(c1CN1CCN(C)CC1)CCCC2	1.9	-5.5	-2.1	0.2	-1.9	-2.1	-3.3	-42.4	18.3	-0.3	-20.7
11	N=C1/C(=C/c2cccn2-c2ccc([N+](=O)[O-])cc2)C(=O)N=C2SC=CN12	3.9	-1.8	0.4	1.4	0.4	-3.3	-5.5	8.8	-7.8	5.6	18.5
12	COc1ccccc1C(C)NC(=O)CN(C)CC(=O)Nc1c(C)cccc1C (stereo not drawn)	1.7	-5.9	1.2	0.8	1.6	-4.8	1.0	12.1	-4.4	1.1	-0.5
13	Cc1ccc(CNC(=O)CSc2ncn[nH]2)cc1	1.8	-5.0	4.8	-0.5	2.6	-3.5	-3.0	8.6	-1.4	-0.9	-3.6
14	Cc1ccc(S(=O)(=O)N2CCN(C(=O)CSc3ccc(Cl)cc3)CC2)cc1	0.7	3.3	4.4	-1.4	0.6	-1.3	-3.0	3.7	-12.0	-0.6	-10.0
15	O=C(CCc1nnc(-c2ccccc2)o1)NCC1CCN(C2CCCC2)CC1	4.6	-0.8	1.7	0.5	-1.9	1.8	6.2	-4.4	10.9	2.4	7.6
16	COc1cccc(C(=O)COc2ccccc2N2C(=O)C3C4C=CC(C4)C3C2=O)c1 (stereo not drawn)	3.4	-10.7	3.2	-0.2	-2.0	-1.5	-10.8	5.5	6.9	-3.3	-19.1
17	Cc1ccc(Nc2c([N+](=O)[O-])ccc3nonc23)cc1C	1.9	-3.6	-1.8	0.7	-1.7	3.3	-5.1	-12.7	-5.0	18.6	44.4
18	COc1ccc(CCNC(=O)c2cc(Cl)nc3ccccc23)cc1	-0.8	-1.3	-0.8	-0.7	-1.1	-0.5	5.1	16.6	-2.2	-3.5	-16.3
19	COc1ccc(Nc2nccc(OC)c2C#N)cc1	0.9	-3.0	0.2	-2.8	-0.5	4.9	6.6	-12.9	5.5	-4.9	-8.5
20	Cc1ccc2cc(CN(Cc3cccs3)Cc3nnnn3CC3CCCO3)c(=O)[nH]c2c1C (stereo not drawn)	1.9	-3.1	.	-0.4	.	3.6	-10.2	-9.6	-2.3	0.0	.
21	CCN1CCN(CC(=O)Nc2nc3ccc(OC)cc3s2)CC1	-2.1	-20.1	0.5	2.0	-0.4	1.6	-2.4	-5.7	1.8	1.8	.
22	CN(C)S(=O)(=O)c1cccc(NC(=S)N/N=C/c2cccc(O)c2)c1	3.9	-3.0	1.8	0.5	0.6	0.0	-12.4	-1.8	-7.9	-0.6	8.9
23	CCOC(=O)c1[nH]c2ccc(OC)cc2c1N=CN(C)C	2.7	-3.1	1.5	0.2	-3.5	1.3	-0.5	-3.4	1.7	-1.0	6.7
24	O=C(Nc1ccc(S(=O)(=O)Nc2nccc(C3Cc4ccccc4C(=O)O3)n2)cc1)c1ccccc1 (stereo not drawn)	1.6	-2.9	0.3	-0.6	-0.1	5.1	7.7	11.2	-6.3	0.9	.
25	c1ccc(-c2nnc3n2N=C(c2ccc4c(c2)OCO4)CS3)nc1	0.7	-6.9	-1.3	0.6	-1.5	1.0	-2.9	-31.2	8.0	0.6	-12.6

The list continues:
#	SMILES	phage Ecoli inh	Tat export inh	AddAB inh	CDK5 inh	Ecoli viability	HTR5A ag ctr	PKA-R1A act	HTR5A inv ctr	PKA-R2B activ	DAGLB inh	Mot1-301 SUMO
26	Cc1ccc(-c2csc3nc(SCC(=O)Nc4ccc(Cl)c(C(=O)O)c4)[nH]c(=O)c23)cc1	0.7	2.9	2.8	.	-3.3	2.5	-12.0	-10.2	-9.3	11.1	2.8
27	COCCn1c(SCC(=O)Nc2cc(C)nn2-c2ccccc2)nnc1-c1ccncc1	0.3	4.0	3.8	-3.5	0.9	-3.2	2.0	8.7	7.5	-0.5	-19.6
28	Cc1cccc(OCCCCc2c(C)n[nH]c2C)c1	0.4	5.4	-3.7	-0.2	-2.4	6.8	2.1	10.9	-13.2	-3.7	15.3
29	O=C(NCc1ccco1)c1cccc(S(=O)(=O)N2CCN(Cc3ccccc3)CC2)c1	-2.3	13.5	3.3	-9.5	-1.9	-3.8	-8.1	10.0	4.7	1.8	-10.1
30	O=C(CCn1cnnn1)NC1CCCN(Cc2ccccc2F)C1 (stereo not drawn)	1.4	13.8	-1.2	-3.3	-1.1	3.4	-9.3	25.8	-7.0	2.4	-7.5
31	COC(=O)CC1C(C(=O)OC)ON2OC(C(=O)OC)C(C(=O)OC)C12 (stereo not drawn)	4.4	0.8	0.2	-1.8	-1.6	-3.2	-11.1	8.4	-6.5	-0.5	0.4
32	Cc1ccc(N2CC(C(=O)Nc3ncc([N+](=O)[O-])s3)CC2=O)cc1 (stereo not drawn)	-2.0	-7.3	1.3	1.0	-0.6	1.4	9.6	12.4	7.4	0.4	-2.6
33	Cn1cnnc1SCC(=O)NN(c1ccccc1)c1ccccc1	5.0	-0.9	1.6	-0.2	3.0	1.4	10.7	12.6	5.0	-1.2	2.6
34	Cc1ccc(CN(C)C2CCN(C)CC2)cc1	1.4	-1.2	5.3	2.5	-0.7	-2.6	2.7	8.8	3.2	-1.1	-11.8
35	CCc1ccc(-c2csc3ncn(CC(=O)NCc4ccco4)c(=O)c23)cc1	2.3	5.5	-0.3	1.1	-2.4	-3.3	5.4	9.0	-11.1	0.7	18.2
36	N/C(=N\c1nc(CSc2ccc(Cl)cc2)cc(=O)[nH]1)Nc1ccccc1C(F)(F)F	2.1	0.6	1.8	0.7	1.4	1.1	-6.0	-25.1	-1.1	2.8	1.0
37	Cc1cc(NC(=O)CCCn2nc([N+](=O)[O-])c(Cl)c2C)no1	-1.1	-1.0	1.4	0.1	-1.2	-0.5	-12.5	24.9	7.4	-2.3	4.6
38	CCN(CC)CCCn1c(=S)[nH]c2cc(Cl)ccc2c1=O	0.5	1.3	2.3	-0.7	-1.4	1.9	-11.8	-15.9	-10.3	-0.7	-9.1
39	O=C(O)c1cccc(Oc2cccc(Cl)n2)c1	5.8	-1.6	-1.2	0.4	-0.3	-1.8	-11.7	19.8	-8.9	-1.8	-3.3
40	S=c1[nH]nc(COc2ccccc2)n1/N=C/c1ccc(Cl)cc1Cl	5.3	6.9	.	0.8	.	1.7	-1.1	-6.6	-13.2	11.9	-0.7
41	COc1ccc2cc(C(=O)C3CCCN(Cc4ccccn4)C3)ccc2c1 (stereo not drawn)	-1.7	6.0	-4.2	-4.2	-3.5	-2.5	-0.9	-23.4	-24.4	-2.0	17.2
42	O=C(CCCN1C(=O)c2ccccc2C1=O)NCCN1C(=O)S/C(=C\c2cccs2)C1=O	0.6	3.4	2.5	1.1	-2.3	-1.7	-5.6	22.9	5.6	1.9	16.4
43	COc1ccccc1NC(=O)COC(=O)/C=C/c1ccc(OC)c(OC)c1	3.9	-11.7	-2.9	-0.8	0.5	3.2	7.3	-8.0	6.2	0.0	-6.8
44	O=C(O)c1cccc(S(=O)(=O)Nc2cc(Cl)ccc2Cl)c1	0.6	-14.1	-0.3	-0.4	1.1	0.7	5.1	-2.3	-0.5	1.8	i
45	O=C(O)c1ccccc1C(=O)Nn1cnnc1	-0.8	5.7	-0.9	-0.2	-1.3	-1.5	-6.5	5.3	3.8	0.8	1.8
46	Cc1cccc(N2CCN(C3=NC(=O)/C(=C\c4cn[nH]c4-c4ccccc4)S3)CC2)c1	4.7	1.8	3.4	0.7	0.9	0.7	-0.1	9.6	1.1	1.9	168.9
47	O=C(CSCC(=O)OCC(=O)c1ccc(Br)cc1)Nc1ccc(Br)cc1	3.5	-1.1	2.5	-0.4	2.6	-2.5	-9.7	24.1	4.1	-4.5	11.3
48	CC(C)(C)n1nc2c(c1NC(=O)c1ccc(S(=O)(=O)N3CCCC3)cc1)CS(=O)C2 (stereo not drawn)	3.6	-2.2	2.9	0.2	1.0	-1.6	-3.5	-0.4	1.7	1.9	10.0
49	CCCCN(C(=O)c1cc(-c2ccc(F)cc2)nc2ccccc12)c1c(N)n(CCCC)c(=O)[nH]c1=O	5.7	3.8	.	1.1	.	-3.9	-3.4	9.6	-8.8	1.9	.
50	CCc1nc(SCC(=O)Nc2nnc(CC)s2)c2c(C)c(C)sc2n1	4.7	3.7	0.2	-1.4	-2.3	0.5	-4.2	-3.9	-11.4	1.9	-9.3

Four entries from above, arranged by SMILES length, low to high.
#	SMILES	phage Ecoli inh	Tat export inh	AddAB inh	CDK5 inh	Ecoli viability	HTR5A ag ctr	PKA-R1A act	HTR5A inv ctr	PKA-R2B activ	DAGLB inh	Mot1-301 SUMO
34	Cc1ccc(CN(C)C2CCN(C)CC2)cc1	1.4	-1.2	5.3	2.5	-0.7	-2.6	2.7	8.8	3.2	-1.1	-11.8
30	O=C(CCn1cnnn1)NC1CCCN(Cc2ccccc2F)C1 (stereo not drawn)	1.4	13.8	-1.2	-3.3	-1.1	3.4	-9.3	25.8	-7.0	2.4	-7.5
38	CCN(CC)CCCn1c(=S)[nH]c2cc(Cl)ccc2c1=O	0.5	1.3	2.3	-0.7	-1.4	1.9	-11.8	-15.9	-10.3	-0.7	-9.1
32	Cc1ccc(N2CC(C(=O)Nc3ncc([N+](=O)[O-])s3)CC2=O)cc1 (stereo not drawn)	-2.0	-7.3	1.3	1.0	-0.6	1.4	9.6	12.4	7.4	0.4	-2.6

From PubChem

Rows were taken by chance, and some 2.3% of all compounds hit somewhere here.
